# BCLXL inh: inhibitors of human Bcl-xL, primary screen, biochemical, fluorescence polarization, HTS; Bcl-2-like protein 1 (Homo sapiens), Q07817; GST-Bcl-xL / FITC-Bim BH3 peptide fluorescence polarization; inhibition, % at 10.9 µM; 0.7% of 320,000 active; AID 2129, 2009;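 active = inhibition above the mean of all tested compounds plus 3 SD, cutoff set per campaign, cut at about 30% in these data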;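 note: 0% = DMSO wells and 100% = unlabeled Bim-BH3 peptide competitor; inhibitors lower millipolarization by displacing the labeled peptide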
# GLD-1 TGE inh: GLD-1/TGE RNA complex disruptors, primary screen, biochemical, fluorescence polarization. Female germline-specific tumor suppressor gld-1 (Caenorhabditis elegans), Q17339. purified GLD-1 + fluorescein TGE RNA. inhibition, % at 5.96 µM. 0.44% of 320,000 active. AID 2280, 2010;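 active = percent inhibition above a per-plate cutoff, the plate mean of test compounds plus 3 SD, cut at about 30% in these data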;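 note: 0% = DMSO wells with GLD-1 and probe and 100% = wells lacking GLD-1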
# VLA-4 inh: inhibition in human VLA-4 binding assay, primary screen, VLA-4 allosteric modulator project, MLPCN library, flow cytometry, VLA-4 expressing cells; Integrin alpha-4 (Homo sapiens), P13612; ligand binding flow cytometry; inhibition, % (about 7 µM as worked out from the volumes in the protocol); 0.2% of 330,000 active; AID 2557, 2010; in the data active = inhibition above about 50%
# Target sequence (P13612 whole entry, looked up): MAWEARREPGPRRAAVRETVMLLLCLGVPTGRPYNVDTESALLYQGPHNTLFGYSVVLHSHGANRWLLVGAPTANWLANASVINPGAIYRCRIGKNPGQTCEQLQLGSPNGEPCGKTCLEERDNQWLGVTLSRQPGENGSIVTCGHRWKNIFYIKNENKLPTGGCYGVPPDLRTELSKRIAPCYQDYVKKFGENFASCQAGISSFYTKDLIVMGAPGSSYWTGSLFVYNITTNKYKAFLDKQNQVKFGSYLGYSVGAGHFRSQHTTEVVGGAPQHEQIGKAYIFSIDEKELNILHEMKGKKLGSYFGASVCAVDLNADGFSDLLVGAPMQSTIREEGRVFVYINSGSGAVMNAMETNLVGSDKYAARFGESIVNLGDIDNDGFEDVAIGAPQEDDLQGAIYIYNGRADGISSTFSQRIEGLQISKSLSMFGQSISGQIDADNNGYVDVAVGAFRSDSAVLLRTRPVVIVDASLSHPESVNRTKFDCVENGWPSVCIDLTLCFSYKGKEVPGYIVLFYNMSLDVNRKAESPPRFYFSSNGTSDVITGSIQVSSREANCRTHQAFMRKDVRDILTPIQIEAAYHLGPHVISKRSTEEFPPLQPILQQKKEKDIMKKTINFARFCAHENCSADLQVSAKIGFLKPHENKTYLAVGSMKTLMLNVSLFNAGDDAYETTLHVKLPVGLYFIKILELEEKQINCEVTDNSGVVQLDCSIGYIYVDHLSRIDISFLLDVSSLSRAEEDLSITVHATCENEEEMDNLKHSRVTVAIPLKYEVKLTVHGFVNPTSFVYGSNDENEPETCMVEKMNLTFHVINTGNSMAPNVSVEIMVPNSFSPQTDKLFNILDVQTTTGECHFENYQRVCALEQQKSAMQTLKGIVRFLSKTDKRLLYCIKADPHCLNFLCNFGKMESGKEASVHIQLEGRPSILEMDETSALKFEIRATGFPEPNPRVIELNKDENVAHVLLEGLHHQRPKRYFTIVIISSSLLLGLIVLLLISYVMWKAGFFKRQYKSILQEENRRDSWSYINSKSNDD
# MEX-5 binding: MEX-5 zinc finger RNA-binding disruptors – biochemical, C. elegans, fluorescence polarization, MLPCN library, primary screen; AID 1832, 2009; 0.38% of 300,000 active; MEX-5/FITC-TCR2 RNA binding; active compounds read low; activity score (negative = inhibition of binding), % at 10 µM; Zinc finger protein mex-5 (Caenorhabditis elegans), Q9XUB2;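 active = inhibition past about -25% in most replicates, and total fluorescence under double the plate's negative control median, limit read from the data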;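 note: 0% = DMSO and -100% = 5 µM competing unlabeled TCR2 RNA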
# MCL1-BIM inh: inhibitors of MCL1 binding to BIM-BH3, primary screen, biochemical, fluorescence polarization | inhibition, % at 10.9 µM | Induced myeloid leukemia cell differentiation protein Mcl-1 (Homo sapiens), Q07820 | AID 2057, 2009 | 0.68% of 320,000 active | GST-MCL1 / FITC-Bim-BH3 fluorescence polarization;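 active = inhibition above the mean inhibition of all tested compounds plus 3 SD, set per campaign, cut at about 40% in these data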;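 note: 0% = DMSO wells and 100% = unlabeled Bim-BH3 peptide control; higher means more loss of mP so more displacement of Bim peptide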
# CIT2-GFP yeast: modulators of CIT2-GFP expression in yeast, primary screen, S. cerevisiae, GFP fusion, multiplex flow cytometry, MLPCN library; S. cerevisiae CIT2-GFP strain, 3 h; 100 means same as DMSO wells; GFP response vs DMSO, % at 10 µM; 0.065% of 320,000 active; AID 2029, 2009;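 active = GFP response relative to DMSO above a set limit, near the screen mean plus 3 SD, cut at about 150% in these data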;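 note: ratio of well median GFP fluorescence to mean of DMSO wells on the plate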
# AGP1-GFP MLPCN: modulators of AGP1-GFP expression in yeast TOR pathway, primary screen, cell-based, multiplex flow cytometry, S. cerevisiae, MLPCN library | 3 h; GFP as percent of DMSO wells | GFP response vs DMSO, % at 10 µM | 0.02% of 320,000 active;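 active = GFP response relative to DMSO above a set limit, near screen average plus 3 SD, cut at about 150% in these data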;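 note: median GFP channel fluorescence of the gated AGP1 strain per well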
# GRK2 aptamer HTS: compounds blocking aptamer binding on GRK2 – biochemical, human GRK2, bead flow cytometry, HTS, primary screen | FAM-aptamer displacement from GRK2 | inhibition of aptamer binding, % at 10 µM | 0.59% of 330,000 active;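 active = inhibition of aptamer binding above 40%, roughly 3 SD of noise, on plates passing a quality check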;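 note: median bead fluorescence of bound FAM aptamer so fluorescent compounds give negative values; no value below 0 was filed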
# Yeast superoxide: reduction of superoxide in aged yeast, primary screen, HTS. AID 2690, 2010. S. cerevisiae aged cells, superoxide DHE fluorescence; active compounds read low. superoxide response (% of plate mean), % at 10 µM. 0.18% of 330,000 active;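 active = superoxide response under a set limit, about three screen SD below normal, cut at about 65% in these data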;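 note: yeast aged for seven days with compound at 30 °C before DHE staining; 100% = average MFI of all compound-treated wells on the plate with controls excluded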
# An asterisk follows results filed as active; nt = no result given.
SMILES,BCLXL inh,GLD-1 TGE inh,VLA-4 inh,MEX-5 binding,MCL1-BIM inh,CIT2-GFP yeast,AGP1-GFP MLPCN,GRK2 aptamer HTS,Yeast superoxide
c1ccc2c(-c3cc(C4CCNCC4)[nH]n3)cccc2c1,1,-3,21,3.8,3,94,103,0,96
C=CCSc1ccsc1C(=O)O,4,-8,31,-1.8,2,97,119,0,103
COc1cccc2cc(C(=O)C3=C(O)C(=O)N(CCN4CCOCC4)C3c3ccc(C)o3)oc12 (stereo not given),9,13,-23,-1.7,9,107,105,0,87
COc1ccnc(Oc2ccc(F)cc2)c1-c1ncn[nH]1,0,4,12,1.4,-3,103,101,0,95
O=C(NC1CCCC1)C1CCC(CNS(=O)(=O)c2cccs2)CC1 (stereo not given),5,2,1,0.5,-6,107,99,2,93
CCn1c(CNc2ccc(Cl)cc2)nnc1SCC(=O)OC1CCCCC1,2,24,18,-1.5,-6,93,94,2,113
CCOC(=O)c1ccc(NC(=O)CCOc2ccccc2)cc1,-1,4,-4,1.7,4,103,102,1,86
CN1CCN(C(=O)c2ccc(CNS(=O)(=O)c3ccc(F)c(Cl)c3)cc2)CC1,nt,nt,15,-1.3,nt,84,88,4,111
COc1cc(NC(=O)c2ccc(Br)cc2)ccc1NC(=O)c1cc2ccccc2o1,0,-9,4,0.4,5,86,79,0,103
Brc1ccc(CSc2nnc(-c3ccccn3)n2Cc2ccco2)cc1,-2,1,33,-1.1,-6,78,84,0,112
Cc1cccc(C(=O)NC(=S)NNC(=O)c2ccccc2Cl)c1,7,5,-16,1.7,11,93,96,2,174
Cc1cc(NC(=O)CCC2CCCCC2)no1,2,0,7,-0.8,2,99,93,0,92

# Arranged by molecular weight (falling): some entries from above
SMILES,BCLXL inh,GLD-1 TGE inh,VLA-4 inh,MEX-5 binding,MCL1-BIM inh,CIT2-GFP yeast,AGP1-GFP MLPCN,GRK2 aptamer HTS,Yeast superoxide
COc1cc(NC(=O)c2ccc(Br)cc2)ccc1NC(=O)c1cc2ccccc2o1,0,-9,4,0.4,5,86,79,0,103
CCn1c(CNc2ccc(Cl)cc2)nnc1SCC(=O)OC1CCCCC1,2,24,18,-1.5,-6,93,94,2,113
Cc1cccc(C(=O)NC(=S)NNC(=O)c2ccccc2Cl)c1,7,5,-16,1.7,11,93,96,2,174

# New compounds follow:
SMILES,BCLXL inh,GLD-1 TGE inh,VLA-4 inh,MEX-5 binding,MCL1-BIM inh,CIT2-GFP yeast,AGP1-GFP MLPCN,GRK2 aptamer HTS,Yeast superoxide
COc1ccccc1N1CC(C(=O)Nc2nnc(SCc3cccnc3)s2)CC1=O (stereo not given),5,5,-7,1.9,10,103,96,1,103
CCc1nnc(NS(=O)(=O)c2ccc(NC(=S)NC(=O)c3ccc(Br)cc3)cc2)s1,6,7,6,2.0,18,98,90,2,112
O=C(c1ccc(S(=O)(=O)Nc2ccccc2F)cc1)N1CCN(c2ccccc2O)CC1,3,-2,-3,2.9,-1,94,96,0,95
Cc1cccc(NC(=O)Cc2coc3ccc4ccccc4c23)n1,5,0,-3,-2.6,9,88,99,3,101
CC(=O)C1=C(C)NC(=O)NC1c1ccccc1 (stereo not given),-1,10,2,1.3,-5,90,95,0,102
CC(=O)Nc1nonc1NC(=O)COc1ccccc1,5,5,-5,1.9,-1,99,93,3,99
O=C(NCc1csc(-c2ccccc2)n1)c1ccco1,2,1,4,2.6,5,94,92,0,103
O=C(CSc1nnc(Cc2ccccc2)o1)Nc1ccc(N2CCOCC2)cc1,nt,5,2,nt,nt,106,101,4,88
O=c1c2ccccc2nc(-c2ccc(Cl)cc2Cl)n1O,1,0,19,0.8,1,83,97,0,79
COc1ccc(C(=O)Nc2ccc(NC(=O)C3CCCCC3)nc2)cc1,7,3,10,-2.7,3,100,100,1,95
CN(C)CCNC(=O)CN1C(=O)COc2ccc(C(C)(C)C)cc21,1,7,7,0.5,-3,99,102,3,94
CC(C)CNC(=S)NC(=O)c1ccccc1Cl,5,3,6,0.4,11,95,91,8,113
Cc1ccc(CN2[C@@H](CC(C)C)COCCS2(=O)=O)cc1,6,-3,1,-1.9,1,89,102,0,95
COc1ccc(C(=O)NCc2ccncc2)cc1S(=O)(=O)N1CCOCC1,2,0,7,nt,7,95,100,0,103
COC(=O)n1c(=O)oc2ccc(S(=O)(=O)N3CCCCC3)cc21,3,-5,22,-0.4,10,105,115,2,104
CCOC(=O)C1CCN(C(=O)c2c(-c3ccccc3)noc2C)CC1,2,0,21,-1.7,1,71,77,0,95
O=C(COc1ccccc1)NNc1nc2c(F)cc(F)cc2s1,2,2,-8,1.4,4,95,108,0,110
COCCn1c(N)c(C(=O)Nc2sc3c(c2C(=O)OC)CCCC3)c2nc3ccccc3nc21,1,-5,12,0.4,-2,118,94,1,102
O=C(NCc1nc2ccccc2[nH]1)c1c(F)c(F)c(F)c(F)c1F,-15,-11,17,0.3,-12,100,100,0,96
Cc1cccc(CN2CCC(CNC(=O)Cn3ncc4c([nH]c5ccccc54)c3=O)CC2)c1,0,-5,12,-0.2,5,101,99,0,76
OC1CCN(C(=S)Nc2ccc(Oc3ccccc3)cc2)CC1,5,-2,-5,-2.0,12,107,104,5,99
COc1cc(C2=NC(CO)(CO)CO2)cc(OC)c1OC,0,-1,6,1.1,-1,120,119,6,86
CCC(CC)NCCOC(=O)c1ccc([N+](=O)[O-])cc1,0,-2,29,3.3,1,109,108,0,121
CCOC1=NN(c2ccccc2)C(=O)/C1=C\N(C)C,1,7,3,-0.5,-7,89,100,2,98
COc1ccc(CNC(=O)Cn2cc([N+](=O)[O-])nc2C)cc1,3,-2,1,nt,1,104,99,0,95
COc1ccc(C(=O)NCc2ccc3[nH]c(C)cc3c2)cc1OC,15,12,5,-1.9,9,87,90,0,105
CC1CCc2sc(NC(=S)NC(=O)c3ccccc3)c(C#N)c2C1 (stereo not given),8,6,10,-3.1,7,106,100,0,89
Cc1ccc(S(=O)(=O)NNc2ccccc2)c(C)c1,12,2,-9,nt,17,107,92,1,104
CCOc1ccccc1C(=O)N/N=C/c1cccc2cccnc12,-6,-2,14,-1.3,6,95,100,1,104
CSc1nc(NCC(C)O)c2c3c(sc2n1)CN(C)CC3 (stereo not given),15,-7,-1,1.7,17,104,103,2,77
COc1ccc(NC(=O)[C@H](C)NC(=O)C2CCN(S(=O)(=O)c3ccc(C)cc3)CC2)cc1,-3,6,4,-2.9,-4,102,99,0,108
Cc1noc(C)c1CSc1nnc(-c2ccncc2)n1-c1cccc(Cl)c1C,-2,4,19,-1.6,-8,100,99,0,125
O=C(CSc1n[nH]c(-c2ccccc2)n1)Nc1ccc(Br)cn1,6,0,4,-5.7,0,95,101,0,98
O=C(C1=NN[C@@H]2C(=O)N(c3cccc(C(F)(F)F)c3)C(=O)[C@H]12)c1cnccn1,4,0,4,-1.4,3,97,110,1,98
CN(C)C(=O)[C@@H]1C[C@H]1[C@@H](NC(=O)OCc1ccccc1)c1ccccc1,-1,5,nt,3.7,-5,nt,nt,nt,nt
CC(Sc1ncnc2sc(-c3ccccc3)cc12)C(=O)N1CCNC1=O (stereo not given),-8,7,6,nt,-11,91,96,5,98
COc1ccccc1CCNC(=O)c1ccc(OC)c(OC2CCN(C(C)C)CC2)c1,9,6,-16,-2.2,3,97,94,0,116
CN(C)S(=O)(=O)Nc1ccccc1C(N)=O,1,3,4,0.2,-2,nt,97,0,94
CCn1ccnc1CN(C)C(=O)c1cc(COc2ccc(-n3cncn3)cc2)on1,6,0,8,0.4,0,103,102,0,98
O=C(O)c1cc(S(=O)(=O)N2CCOCC2)c[nH]1,3,11,36,nt,3,98,98,4,90
Cc1nnc(SCC(=O)NC(=O)NC(C)(C)C)s1,3,4,0,1.3,0,96,109,0,101
Cc1ccsc1C(=O)OCC(=O)Nc1ccc(Cl)cc1C(F)(F)F,9,5,6,1.8,3,101,93,0,98
COCCN(C(=O)CSCc1ccc(C)cc1)c1c(N)n(CC(C)C)c(=O)[nH]c1=O,7,0,14,nt,3,95,95,0,71
Cn1c(SCC(=O)Nc2ccc3nc(SCC(=O)N4CCCC4)sc3c2)nnc1-c1ccccc1,11,0,5,2.5,29,100,101,1,102
COc1ccc(CN2C(=O)C(C)Nc3ncnc(N4CCOCC4)c32)cc1 (stereo not given),nt,2,-3,nt,nt,110,111,4,106
Cc1ccc(C(=O)OCC(=O)NCc2cccs2)c(C)c1,3,0,3,0.2,3,101,98,0,100
N#CC1=C(S)N=C(N)C(c2nc(-c3ccccc3)cs2)C12CCCCC2 (stereo not given),-3,-3,-4,5.4,-11,93,99,1,102
Cn1c(=O)c2c(nc(Sc3n[nH]c(N)n3)n2Cc2ccccc2Cl)n(C)c1=O,0,5,15,1.2,-3,96,102,1,98
COc1cc(OC)cc(-c2c(C#Cc3ccsc3)c3cc(-c4cccc5[nH]cc(C=O)c45)ccc3n2C)c1,nt,22,-11,nt,nt,79,81,1,88
CC(C)(C)NC(=O)CC(CC(=O)O)c1ccccc1 (stereo not given),5,2,-15,-0.1,1,98,98,0,93
CN1CCN(C(=S)Nc2ccc(Cl)cc2)CC1,5,-2,6,-0.6,8,105,104,0,91
O=C(NC(Cc1ccccc1)C(=O)N1CCN(S(=O)(=O)c2ccccc2F)CC1)c1ccccc1 (stereo not given),1,4,12,nt,-1,100,97,0,86

# In the list so far, 10 have two or more sulfur atoms.
SMILES,BCLXL inh,GLD-1 TGE inh,VLA-4 inh,MEX-5 binding,MCL1-BIM inh,CIT2-GFP yeast,AGP1-GFP MLPCN,GRK2 aptamer HTS,Yeast superoxide
C=CCSc1ccsc1C(=O)O,4,-8,31,-1.8,2,97,119,0,103
O=C(NC1CCCC1)C1CCC(CNS(=O)(=O)c2cccs2)CC1 (stereo not given),5,2,1,0.5,-6,107,99,2,93
COc1ccccc1N1CC(C(=O)Nc2nnc(SCc3cccnc3)s2)CC1=O (stereo not given),5,5,-7,1.9,10,103,96,1,103
CCc1nnc(NS(=O)(=O)c2ccc(NC(=S)NC(=O)c3ccc(Br)cc3)cc2)s1,6,7,6,2.0,18,98,90,2,112
CC1CCc2sc(NC(=S)NC(=O)c3ccccc3)c(C#N)c2C1 (stereo not given),8,6,10,-3.1,7,106,100,0,89
CSc1nc(NCC(C)O)c2c3c(sc2n1)CN(C)CC3 (stereo not given),15,-7,-1,1.7,17,104,103,2,77
CC(Sc1ncnc2sc(-c3ccccc3)cc12)C(=O)N1CCNC1=O (stereo not given),-8,7,6,nt,-11,91,96,5,98
Cc1nnc(SCC(=O)NC(=O)NC(C)(C)C)s1,3,4,0,1.3,0,96,109,0,101
Cn1c(SCC(=O)Nc2ccc3nc(SCC(=O)N4CCCC4)sc3c2)nnc1-c1ccccc1,11,0,5,2.5,29,100,101,1,102
N#CC1=C(S)N=C(N)C(c2nc(-c3ccccc3)cs2)C12CCCCC2 (stereo not given),-3,-3,-4,5.4,-11,93,99,1,102

# Screens deposited in PubChem by several laboratories.
